proCasp7 act – counter-screen: procaspase-7 (human) activation; P55210; recombinant procaspase-7, Ac-DEVD-pNA absorbance 405 nm; D23A/D198A/D206A triple mutant, cannot self-cleave; scale: DMSO 0, 5 µM enzyme 100; activation, % at 8.5 µM; 330,000 compounds, 0.093% hits; AID 463210;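 active = percent activation above the screen-wide mean plus 3 SD, cut at about 25% in these data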
Target sequence (P55210 whole entry D23A/D198A/D206A): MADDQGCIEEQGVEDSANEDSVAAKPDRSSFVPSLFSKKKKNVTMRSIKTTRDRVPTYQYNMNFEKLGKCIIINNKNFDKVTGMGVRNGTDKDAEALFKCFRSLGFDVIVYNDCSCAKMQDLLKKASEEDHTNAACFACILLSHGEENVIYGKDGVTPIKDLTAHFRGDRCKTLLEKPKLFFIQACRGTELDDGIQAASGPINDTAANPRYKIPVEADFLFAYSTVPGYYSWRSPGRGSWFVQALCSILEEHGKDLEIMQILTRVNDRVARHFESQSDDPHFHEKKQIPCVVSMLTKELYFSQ
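buffer or medium = Zinc-free HEPES/NaCl buffer, pH 7.4 | material = Procaspase-7 triple mutant (PC-7 D3A) | input = 2 µM procaspase-7 mutant as dispensed | signal = Epi-absorbance of released pNA at 405 nm, two timepoints | timing = 1 h preincubation, 2 h reaction | replicates = singlicate compound testing | evaluation = % activation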
LAP4 TOR yeast – modulators of TOR pathway LAP4-GFP in S. cerevisiae. S. cerevisiae LAP4-GFP multiplex, flow cytometry GFP, 3 h; median GFP as percent of DMSO wells. GFP response vs DMSO, % at 10 µM. 320,000 compounds, 0.34% hits. AID 2023;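 active = GFP response vs DMSO above a set limit, about the screen mean plus 3 SD, cut at about 150% in these data; inconclusive = under 70 cell events counted for the yeast strain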
RPL19A-GFP yeast – modulators of TOR pathway RPL19A-GFP in S. cerevisiae; 330,000 compounds, 0.3% hits; percent response vs DMSO, % at 10 µM; S. cerevisiae RPL19A-GFP strain, flow cytometry, 3 h; active compounds read low;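 active = percent response vs DMSO below 50%; inconclusive = fewer than 70 events counted for the yeast strain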;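 also: median channel GFP fluorescence of the barcoded RPL19A-GFP strain; ratio of sample median GFP to plate DMSO average so 100% = DMSO; lower means less RPL19A-GFP as with rapamycin TOR inhibition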
MEP2 TOR yeast – modulators of TOR pathway MEP2-GFP in S. cerevisiae | GFP response vs DMSO, % at 10 µM | S. cerevisiae MEP2-GFP strain, flow cytometry GFP, 3 h; 100% = DMSO control level | AID 2016 | 330,000 compounds, 0.51% hits;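 active = GFP response versus DMSO above a set limit, roughly screen mean plus 3 SD, cut at about 180% in these data; inconclusive = fewer than 70 cells counted for a yeast strain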;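 also: median GFP fluorescence of the barcode-gated MEP2-GFP cells per well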
CR mimetic SO – lowers age-related superoxide in aged yeast cells; superoxide response (% of plate mean), % at 10 µM; 330,000 compounds, 0.18% hits; S. cerevisiae aged cells, superoxide DHE fluorescence; active compounds read low;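 active = superoxide response under a set limit, about three screen SD below normal, cut at about 65% in these data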;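 also: yeast aged for seven days with compound at 30 °C before DHE staining; 100% = average MFI of all compound-treated wells on the plate with controls excluded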
proCasp3 act – activators of human procaspase-3 | P42574 | recombinant procaspase-3 D3A, Ac-DEVD-pNA absorbance 405 nm | activation, % at 8.5 µM | 330,000 compounds, 0.11% hits;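 active = activation above the mean of all tested compounds plus 3 SD, cut at about 21% in these data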;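 also: 0% = DMSO alone and 100% = DMSO wells spiked with extra 5 µM PC-3 D3A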
Target sequence (P42574 whole entry D9A/D28A/D175A): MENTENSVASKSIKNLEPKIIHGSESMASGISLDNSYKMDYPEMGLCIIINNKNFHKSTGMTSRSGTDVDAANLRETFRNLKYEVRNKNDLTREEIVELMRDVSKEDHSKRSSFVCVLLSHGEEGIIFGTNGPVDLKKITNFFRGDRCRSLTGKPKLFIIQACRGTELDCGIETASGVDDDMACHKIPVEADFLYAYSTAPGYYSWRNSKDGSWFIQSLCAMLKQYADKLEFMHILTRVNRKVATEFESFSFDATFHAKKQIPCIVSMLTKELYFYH
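Test system: Procaspase-3 D3A mutant; medium: Zinc-free HEPES/NaCl buffer with 0.01% Triton X-100 at pH 7.4; reagent: DEVD-pNA substrate; doses: one concentration, 8.5 µM nominal, 0.8% DMSO; times: 1 h preincubation plus 2 h reaction at 25 °C; signal: Epi-absorbance at 405 nm of released p-nitroaniline, 0 and 120 min; replicates: singlicate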
GASC-1 inh – inhibitors of human GASC-1 (JMJD2C) demethylase; Q9H3R0; inhibition, % at 2.35 µM; 330,000 compounds, 0.069% hits; GST-JMJD2C(1-420) H3K9me3 demethylation, DELFIA europium;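 active = more than half of a compound's replicate wells show inhibition beyond 50%, single wells judged on their own value; inconclusive = some, but no more than half, of replicates pass 50% inhibition; inactive = no replicate passes 50% inhibition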;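 also: signal counts dimethyl H3K9 product captured on neutravidin plate; 0% = median of DMSO wells and 100% = 0.3 times that DMSO median; strong numbers were not always called active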
Target sequence (Q9H3R0 1-420 limits assumed): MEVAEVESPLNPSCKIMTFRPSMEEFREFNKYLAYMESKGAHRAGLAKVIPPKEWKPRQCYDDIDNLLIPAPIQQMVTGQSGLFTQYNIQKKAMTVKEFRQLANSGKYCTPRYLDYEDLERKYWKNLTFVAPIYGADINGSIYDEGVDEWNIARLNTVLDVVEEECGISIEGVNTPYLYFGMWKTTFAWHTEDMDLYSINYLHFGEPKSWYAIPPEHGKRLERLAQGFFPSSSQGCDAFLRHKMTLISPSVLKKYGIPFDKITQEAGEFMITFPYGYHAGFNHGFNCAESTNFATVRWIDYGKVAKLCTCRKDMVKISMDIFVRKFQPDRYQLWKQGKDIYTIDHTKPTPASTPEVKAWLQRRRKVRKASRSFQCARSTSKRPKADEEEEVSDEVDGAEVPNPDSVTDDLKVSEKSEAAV
AHR activator – activates the human aryl hydrocarbon receptor. P35869. AHR-responsive luciferase reporter cells, luminescence. activation, % at 5 µM. 320,000 compounds, 2.5% hits. AID 2796; in the data active = activation above about 47%;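 also: 0% = vehicle wells and 100% = reference agonist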
An asterisk follows results filed as active; u = inconclusive; x = not tested or not shown; & = joins results of further samples; [ ] = dose if it differs, or a comment.

SMILES	proCasp7 act	LAP4 TOR yeast	RPL19A-GFP yeast	MEP2 TOR yeast	CR mimetic SO	proCasp3 act	GASC-1 inh	AHR activator
COc1ccc(C(=O)Nc2cccnc2)cc1	-6	106	99	103	103	3	11	18
CCOC(=O)c1cc(NC(=O)c2ccc(C)cc2)c(=O)oc1-c1ccccc1	-9	100	99	98	100	2	3	-1
O=C(Nc1cccc(F)c1)C1CCN(C(=O)N2CCOc3ccccc32)CC1	-12	113	94	90	91	8	-3	0
CCC(C)NC(=O)NC(=O)CSc1nnc(-c2ccccc2F)n1C1CC1 (stereo not drawn)	0	109	104	101	104	9	3	-1
CCCNC(=O)c1cccc(COCC(F)(F)C(F)F)c1	-1	96	103	104	94	-4	5	-1
Cc1cccc(NC(=O)c2ccc3ccccc3n2)c1C	-4	x	95	88	113	-1	-14	58*
CC1CCCC(C)N1C(=O)c1cc(-c2ccc3c(c2)OCO3)on1 (stereo not drawn)	8	103	102	103	85	-4	9	43
Cc1cc(C)c(OCCCCCNCCO)c(C)c1	-7	111	106	108	99	8	-11	-1
O=C(CNC(=O)C1CCCCC1)NCc1ccco1	-9	97	97	98	92	3	0	0
Cc1cc(C)n(-c2nc3ccccc3c(=O)n2OCCOc2ccccc2)n1	-1	112	99	102	93	-6	-4	28
O=C(NCc1ccco1)C(c1ccccc1F)N(Cc1cccnc1)C(=O)Cn1nnc2ccccc21 (stereo not drawn)	-8	96	102	102	102	0	1	9
CCc1sc(C(=O)NCCCn2ccnc2)cc1Br	10	77[may fluoresce red and violet]	u	99[may fluoresce red and violet]	103	2	8	37
COc1ccc(C2C(C#N)=C(N)SC(N)=C2C#N)cc1OC	-7	103	100	106	97	-13	7	2
Cc1ccc(C)c(NCC(O)c2ccccc2)c1 (stereo not drawn)	12	104	94	111	93	5	10	52*
CCc1n[nH]c(=S)n1/N=C/c1c[nH]c2ccc(Br)cc12	-16	93	101	108	93	1	7	12
O=C(NC(=S)Nc1ccc(Br)cn1)c1cccnc1	8	x	98	102	90	-2	1	3
CCOCCCNCc1ccc(OC)cc1	7	105	95	105	89	3	2	1
CC1(C)CC(NC(=O)c2coc(=O)c(Br)c2)CC(C)(C)N1	4	106	99	112	106	2	-8	0
CC(=O)c1ccc(N2CCN(CC(=O)Nc3ccc(N4CCOCC4)cc3)CC2)cc1	4	91	91	98	101	-1	5	4
COc1ccc(-n2c(SCC(=O)Nc3ccc4c(c3)OCO4)nc3c(c2=O)SCC3)cc1	-1	99	100	99	84	8	-10	6
CCn1c(C)nc2cc(C(=O)NNS(=O)(=O)c3c(F)cc(F)c(Cl)c3F)ccc21	5	103	101	102	93	2	1	12
O=C(Nc1ccccc1N1CCCC1)C1CCN(C(=O)c2ccc(F)cc2)CC1	6	90	94	92	101	-5	-18	1
Cc1ccc(NC(=O)Cn2nc(C)c3ccccc3c2=O)cc1F	0	99	100	98	90	4	7	11
Cc1ccc(/C=N/Nc2nc(C)cc(C)n2)cc1	9	107	98	98	103	9	7	23
O=C(Cc1c[nH]c2ccccc12)OCC(=O)c1ccccc1	-5	100	101	98	80	5	1	14
C=CCOc1ccccc1CN1CCCN(C)CC1	4	94	103	111	110	-1	5	0
CCN(CC)S(=O)(=O)c1ccc2c(c1)C(=NO)c1cc(S(=O)(=O)N(CC)CC)ccc1-2	-7	97	96	100	92	-1	20	0
CCCCN(CC)CCCNC(=O)c1cc2c(=O)n(C)c3ccccc3c2n1C	-3	102	96	103	95	8	0	7
CC(c1ccccc1)n1c(SCC(=O)Nc2ccccc2)n[nH]c1=O (stereo not drawn)	-9	108	94	100	101	2	16	3
Cc1ccccc1C(=O)NCC(=O)NNC(=S)NC(=O)c1ccccc1	-10	x	x	x	93	1	-1	3
CC(Sc1cccc[n+]1[O-])c1ccccc1 (stereo not drawn)	-5	98	106	107	102	-12	-8	4
O=CN1CCN(C(=O)C(=O)c2cn(CC(=O)N3CCCCC3)c3ccccc23)CC1	3	90	91	91	89	2	2	-2
O=C(Nc1ccc(Cl)cc1)C(c1ccccc1)N1CCOCC1 (stereo not drawn)	0	89	109	104	91	3	28	3
COc1ccc2c(c1)CCc1c(C(=O)NC3CCCCC3)noc1-2	2	96	97	102	91	-9	0	1
CCCCC1CCC(C(=O)N(CCCC)c2c(N)n(CCCC)c(=O)[nH]c2=O)CC1 (stereo not drawn)	6	98	103	104	86	10	1	1
CC(=O)NCCNC(=O)CNC(=O)c1ccc(Cl)cc1	0	96	105	104	99	11	13	-2
COC(=O)c1c(-c2ccccc2)csc1N1C(=O)Nc2ccccc2N1O	7	90	101	91	128	-1	-11	10
COc1ccccc1CNC(=O)CN1C(=O)NC2(CCCCCCC2)C1=O	9	95	98	103	95	12	x	1
COC(=O)c1ccc(Cn2cc(C(F)(F)F)ccc2=O)cc1	11	100	94	95	98	6	43	1
COc1ccc(Cn2c(C)nc3ccc([N+](=O)[O-])cc3c2=O)cc1	11	92	97	99	100	0	17	5
O=C(CCCn1c(=O)[nH]c2cc(Cl)ccc2c1=O)NCCC1=CCCCC1	-6	x	100	100	112	8	21	0
Cc1cc(C)c(NC(=O)C2CCC(=O)N2)c(C)c1 (stereo not drawn)	-7	97	101	100	99	3	0	0
O=C(C[C@@H]1C/C=C\CCC(=O)OC[C@H](Cc2ccccc2)NC1=O)N[C@@H](CO)Cc1ccccc1	2	107	98	104	88	-3	6	-2
COC(=O)Cc1ccc(NC(=O)c2ccccc2Br)cc1	-4	107	100	100	85	2	2	-8
CCNc1nc(NCC)nc(N/N=C/c2ccc([N+](=O)[O-])o2)n1	-13	97	98	100	113	-7	10	29
O=C(C1CCN(S(=O)(=O)c2ccc(-n3cnnn3)cc2)CC1)N1CCN(c2ccccc2)CC1	10	94	98	97	96	4	11&7	2
CCC(C)(C(=O)NC1CCCC1)N(C(=O)CC1NC(=O)NC1=O)c1c(C)n(C)n(-c2ccccc2)c1=O (stereo not drawn)	0	101	99	91	96	5	1	-1
CC1(C)CC(C)(c2ccc(O)cc2O)N(c2ccc3ccccc3c2)C(=S)N1 (stereo not drawn)	7	97	98	105	107	-6	12	7
O=C(Nc1ccccc1C(F)(F)F)Nc1cccc2ccccc12	0	91	96	104	95	-2	2	9
COc1ccc(-n2nc(C(=O)NCC(=O)N3CCN(c4ccccn4)CC3)c3ccccc3c2=O)cc1OC	5	106	94	96	110	3	9	2

Remaining list, next part.
SMILES	proCasp7 act	LAP4 TOR yeast	RPL19A-GFP yeast	MEP2 TOR yeast	CR mimetic SO	proCasp3 act	GASC-1 inh	AHR activator
CCOC(=O)c1cccc(NC(=O)C2CCC(CNc3c(N4CCOCC4)c(=O)c3=O)CC2)c1 (stereo not drawn)	1	92	96	95	111	4	-2	5
CN(Cc1ccco1)C(=O)c1ccc(OC2CCN(Cc3ccccn3)CC2)cc1	-1	87	98	99	88	-3	2	-2
COc1ccc(Cc2nc3ccc(C(=O)N4CCN(C)C(C)C4)cc3o2)cc1OC (stereo not drawn)	-2	98	96	110	95	-5	3	-2
Cn1cc(/C=N\NC(=O)c2cccs2)c2ccccc21	9	96	103	104	97	10	3	149*
FC(F)(F)c1cnc(COc2ccc(Cl)cc2Cl)c(Cl)c1	-2	103	99	92	89	12	54	-2
CC(=O)NCCN=Cc1sc2ccccc2c1O	0	91	94	100	90	-15	7	15
O=C(NCCCN1CCOCC1)c1ccc(S(=O)(=O)Nc2ccccc2F)cc1	7	100	98	97	95	4	-8	1
COc1ccc(OCC(=O)NCCCN2CCOCC2)cc1	4	104	100	100	101	5	6	0
O=C1c2ccccc2C(=O)N1CCOc1ccccc1Cl	7	95	96	95	110	4	-31	40
C=C(C(=O)c1ccccc1)C(C)C(=C)C(=O)c1ccccc1	1	109	97	95	84	-1	1	-1

Among those listed so far, these have a nitro group on carbon.
SMILES	proCasp7 act	LAP4 TOR yeast	RPL19A-GFP yeast	MEP2 TOR yeast	CR mimetic SO	proCasp3 act	GASC-1 inh	AHR activator
COc1ccc(Cn2c(C)nc3ccc([N+](=O)[O-])cc3c2=O)cc1	11	92	97	99	100	0	17	5
CCNc1nc(NCC)nc(N/N=C/c2ccc([N+](=O)[O-])o2)n1	-13	97	98	100	113	-7	10	29

Remaining list, next part.
SMILES	proCasp7 act	LAP4 TOR yeast	RPL19A-GFP yeast	MEP2 TOR yeast	CR mimetic SO	proCasp3 act	GASC-1 inh	AHR activator
CCOC(=O)N1CCC(NC(=O)c2cccs2)CC1	3	122	104	107	85	-8	-1	1
CC(=O)N1CCN=C1SCc1c(F)cccc1Cl	5	92	99	105	100	3	0	3
CCOC(=O)C1CCN(Cc2c(O)c3ccccc3oc2=O)CC1	-13	95	110	108	99	0	-1	3
CC(C(=O)OCc1nnc(-c2ccccc2)o1)N1C(=O)c2ccccc2C1=O (stereo not drawn)	3	100	100	102	87	-4	26	-1
COc1ccc(/C=C/C(=O)Nc2nnc(C(C)C)s2)cc1OC	0	101	95	102	90	-4	2	34
Cc1ccc(S(=O)(=O)N2CCC(C(=O)NCc3ccncc3)CC2)cc1	0	99	97	104	90	6	5	-1
Cc1cccc(C)c1NC(=O)CN(C)S(=O)(=O)c1ccc(-c2ccc(=O)[nH]n2)s1	6	87	96	100	101	-1	u	3
CCn1c(=NC(=O)CSC(C)=O)sc2ccccc21	9	90	96	91	84	-8	4	-2
COc1ccc(-n2cc(CNCCc3nc(C)cc(C)n3)c(-c3ccccc3Cl)n2)cc1	6	95	90	95	105	7	1	3
O=S(=O)(Nc1ccccc1N1CCOCC1)c1ccc(Cl)s1	7	108	98	96	99	0	1	0
COCCn1c(SCC(=O)Nc2nnc(C)s2)nnc1-c1c[nH]c2ccccc12	9	88	89	90	107	1	-10	3
CC(=O)NC(=S)Nc1ccccc1N1CCCCC1	-21	94	108	100	92	-2	-2	2
CC(=NCc1cccnc1)C1=C(O)c2ccccc2C1=O	1	100	106	106	95	-5	12	74*
Cc1nn(CCC(=O)NCc2ccc(OC(C)C)cc2)c(=O)c2nn(-c3ccccc3)c(C)c12	10	104	100	110	94	4	-11	2
COc1ccc(-c2nnc(SCC(=O)N3CCCC3)o2)cc1OC	3	99	96	97	101	1	-3	-2
NC(=O)c1cc2ccccc2o/c1=N\NC(=O)c1ccco1	4	121	91	111	95	1	4	9
O=C(NNC(=O)c1cc(-c2ccncc2)nc2ccccc12)c1cccc(Cl)c1	10	102	98	104	106	-2	2	15
COc1ccc(/C=N/NC(=O)CSc2n[nH]c(=O)[nH]c2=O)cc1	13	95	100	102	101	9	-5	2
O=C1CC(N2CCN(Cc3ccc4c(c3)OCO4)CC2)C(=O)N1c1ccccc1 (stereo not drawn)	-16	98	93	97	123	-14	11	1
c1ccc2c(c1)oc1c(NCCCN3CCOCC3)ncnc12	21	100	104	107	86	-2	0	6
COc1cccc(N2CCN(Cc3nc(N)nc(Nc4ccccc4OC)n3)CC2)c1	-10	97	105	107	108	8	-4&-7	0

High-throughput results (PubChem BioAssay)
